Assay outcomes: PubChem BioAssay, The Scripps Research Institute Molecular Screening Center
TEAD-YAP block: TEAD-YAP interaction inhibition; 1.4% of 640,000 active; HEK-TIYL cells, TEAD-Gal4/YAP UAS-luciferase luminescence; inhibition, % at 9.12 µM; in the data active = inhibition above about 32%;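 note: 0% = median of test compound wells and 100% = reference inhibitor wells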
MITF inh: blocks human microphthalmia-associated transcription factor. AlphaScreen MITF homodimerization, bead proximity signal. 0.91% of 650,000 active. O75030. inhibition, % at 2.6 µM; in the data active = inhibition above about 50%;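 note: 0% = vehicle wells with protein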
Target sequence (O75030 whole entry, looked up): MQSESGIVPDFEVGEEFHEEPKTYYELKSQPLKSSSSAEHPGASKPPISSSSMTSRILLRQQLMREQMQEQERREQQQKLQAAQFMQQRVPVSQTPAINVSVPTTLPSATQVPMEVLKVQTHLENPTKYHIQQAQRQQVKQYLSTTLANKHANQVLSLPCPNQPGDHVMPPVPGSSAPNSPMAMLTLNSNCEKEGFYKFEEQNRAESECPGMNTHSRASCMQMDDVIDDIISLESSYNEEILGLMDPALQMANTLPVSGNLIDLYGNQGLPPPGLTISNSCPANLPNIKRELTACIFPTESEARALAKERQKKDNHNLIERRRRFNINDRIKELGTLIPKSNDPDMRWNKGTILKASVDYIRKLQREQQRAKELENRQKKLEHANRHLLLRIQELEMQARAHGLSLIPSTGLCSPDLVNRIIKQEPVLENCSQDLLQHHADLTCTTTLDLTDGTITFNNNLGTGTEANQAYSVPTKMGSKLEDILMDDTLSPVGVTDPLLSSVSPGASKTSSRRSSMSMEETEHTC
FBW7 act: activators of human E3 ligase FBW7; Q969H0; AlphaScreen FBW7–phospho-cyclin E peptide binding, activator screen; normalized activity (activation), % at 26.1 µM; 0.13% of 650,000 active; AID 1259310; in the data active = normalized activity above about 1.9%;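 note: purified mutant Fbw7 with reduced substrate affinity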
GPR151 ag: human GPR151 activation; PathHunter beta-arrestin GPR151 cells, luminescence; AID 1508602; activation, % at 11.2 µM; 1% of 650,000 active; Q8TDV0; in the data active = activation above about 4.9%;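 note: 0% = median of compound wells and 100% = cells with positive control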
Target sequence (Q8TDV0 whole entry, looked up): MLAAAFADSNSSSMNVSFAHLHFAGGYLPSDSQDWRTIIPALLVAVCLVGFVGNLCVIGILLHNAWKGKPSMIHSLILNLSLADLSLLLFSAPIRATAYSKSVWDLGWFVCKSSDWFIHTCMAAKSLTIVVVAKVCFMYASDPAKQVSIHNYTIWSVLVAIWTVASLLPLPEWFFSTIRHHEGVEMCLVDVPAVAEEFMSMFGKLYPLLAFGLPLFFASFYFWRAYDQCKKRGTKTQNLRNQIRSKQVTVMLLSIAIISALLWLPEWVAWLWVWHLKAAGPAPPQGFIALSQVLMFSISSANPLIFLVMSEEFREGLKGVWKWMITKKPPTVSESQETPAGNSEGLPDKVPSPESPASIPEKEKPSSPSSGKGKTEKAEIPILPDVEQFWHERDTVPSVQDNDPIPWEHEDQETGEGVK
An asterisk follows results filed as active.

SMILES	TEAD-YAP block	MITF inh	FBW7 act	GPR151 ag
CC1CCc2nc(NC(=O)CN3C(=O)CCC3=O)sc2C1 (centres undefined)	1.0	1.7	0.0	1.0
Cc1cc2c(o1)c1cnn(CCC(N)=O)c(=O)c1n2C(C)C	-15.1	-5.4	-0.2	2.5
O=S(=O)(c1ccccc1)N1N=C(c2ccccc2)CC1c1ccc(Br)cc1 (centres undefined)	-6.8	11.7	0.1	2.1
CCOc1c(Br)cc(C(=O)O)cc1OC	4.7	-6.1	0.0	2.5
CCCC(=O)NCC(c1ccco1)S(=O)(=O)c1cccs1 (centres undefined)	-2.0	-7.2	0.8	-1.6
Cc1cccc(C)c1N=C1S/C(=C\c2ccc(OCc3c(F)cccc3Cl)cc2)C(=O)N1c1ccccc1	4.9	1.8	-0.2	0.3
CCOC(=O)c1c(C)[nH]c(C2=NNC(=Nc3ccc(OC)c(OC)c3)SC2)c1C	2.5	1.5	-0.2	-0.1
O=C(NCc1cccc(C(F)(F)F)c1)c1ccc2nc(N3CCCC3CO)sc2c1 (centres undefined)	1.4	11.1	0.1	-1.9
Cc1c(N)cc(N)c(C)c1N1CCCC1=O	5.8	-9.2	0.1	0.8
CCN1C(=O)N(c2ccc(Cl)c(Cl)c2)C(C)(O)CC1(C)C (centres undefined)	3.1	-4.9	0.0	-0.7
O=C(NC(=S)Nc1cccc(F)c1)c1cccc(S(=O)(=O)N2CCOCC2)c1	9.3	2.2	0.2	-0.6
CC(=O)c1cc(CN2CCC(N3CCC(C(=O)NC4CC4)CC3)CC2)cs1	3.5	-1.3	0.0	-0.8
CCNc1ccc(C2(O)C(=O)c3ccccc3C2=O)cc1	-12.6	23.7	0.5	-1.1
COc1ccc(C2NC(=O)NC(C)=C2C(=O)OC2CCCC2)cc1 (centres undefined)	-7.7	3.8	-0.2	0.3
COC1CCC(C(=O)NC(C)c2nc3cccnc3n2C(C)C)CC1 (centres undefined)	-5.7	3.1	-0.1	-0.4
CC(=O)N1c2ccc(-c3nc(NC(=O)c4ccncc4)sc3C)cc2CC1C (centres undefined)	-3.4	-16.3	0.1	-0.5
O=C(c1cccnc1)N1C2C=CC(C2)C1(C(F)(F)F)C(F)(F)F (centres undefined)	5.2	33.0	-0.1	-2.1
Fc1ccc(C2=CC(c3ccc(Br)cc3)n3c(nc4ccccc43)N2)cc1 (centres undefined)	-40.5	-1.9	-0.2	-1.7
Cc1oc(-c2ccccc2)nc1C(=O)NCc1ccco1	0.3	-2.0	0.0	1.4
O=c1c2nnn(Cc3ccccc3F)c2ncn1Cc1ccc(F)cc1	-0.8	6.1	0.7	-0.3

Entries shown so far containing bromine (3):
SMILES	TEAD-YAP block	MITF inh	FBW7 act	GPR151 ag
O=S(=O)(c1ccccc1)N1N=C(c2ccccc2)CC1c1ccc(Br)cc1 (centres undefined)	-6.8	11.7	0.1	2.1
CCOc1c(Br)cc(C(=O)O)cc1OC	4.7	-6.1	0.0	2.5
Fc1ccc(C2=CC(c3ccc(Br)cc3)n3c(nc4ccccc43)N2)cc1 (centres undefined)	-40.5	-1.9	-0.2	-1.7

Structures above that contain a Cl atom, in the order listed:
SMILES	TEAD-YAP block	MITF inh	FBW7 act	GPR151 ag
Cc1cccc(C)c1N=C1S/C(=C\c2ccc(OCc3c(F)cccc3Cl)cc2)C(=O)N1c1ccccc1	4.9	1.8	-0.2	0.3
CCN1C(=O)N(c2ccc(Cl)c(Cl)c2)C(C)(O)CC1(C)C (centres undefined)	3.1	-4.9	0.0	-0.7

Four of these compounds in another layout.
Every second line gives: TEAD-YAP block, MITF inh, FBW7 act, GPR151 ag
COc1ccc(C2NC(=O)NC(C)=C2C(=O)OC2CCCC2)cc1 (centres undefined)
  -7.7, 3.8, -0.2, 0.3
CCN1C(=O)N(c2ccc(Cl)c(Cl)c2)C(C)(O)CC1(C)C (centres undefined)
  3.1, -4.9, 0.0, -0.7
CCCC(=O)NCC(c1ccco1)S(=O)(=O)c1cccs1 (centres undefined)
  -2.0, -7.2, 0.8, -1.6
O=S(=O)(c1ccccc1)N1N=C(c2ccccc2)CC1c1ccc(Br)cc1 (centres undefined)
  -6.8, 11.7, 0.1, 2.1

(list continues)
SMILES	TEAD-YAP block	MITF inh	FBW7 act	GPR151 ag
CCOc1ccc(-n2c(SCC(N)=O)nc3ccccc3c2=O)cc1	1.7	-3.3	0.0	0.3
C=CCc1ccccc1OCC(O)CN1CCN(c2ccccc2F)CC1 (centres undefined)	4.5	-6.7	-0.2	-0.4
COc1ccc(CC(=O)N(C)c2nnc(C34CC5CC(CC(C5)C3)C4)s2)cc1	6.3	-8.6	-0.1	-1.2
Cc1ccc(-n2c(C)cc(C)c(C#N)c2=O)cc1Cl	8.8	4.2	-0.1	1.0
O=C(N1CCC(n2nc(C3CC3)ccc2=O)CC1)C1(c2ccccc2)CC1	-4.7	-14.0	-0.2	-0.8
NC(=O)c1nc(-c2cccc(Br)c2)nc2c1[nH]c(=O)n2-c1ccc(F)cc1	-2.6	-18.8	0.1	-1.7
CCOC(=O)N1CCN(C(=O)c2ccc(N3CC4CC(C3)c3cccc(=O)n3C4)c(N)c2)CC1 (centres undefined)	1.0	19.9	0.2	0.6
CCC(=O)N(Cc1ccco1)Cc1cc2cc3c(cc2[nH]c1=O)OCCO3	-9.5	16.8	-0.1	-0.5
Cc1cccc(C(=O)N2N=C(c3ccco3)CC2c2ccco2)c1 (centres undefined)	-10.2	21.4	0.0	2.0
CS(=O)(=O)NCCNc1ccc(C(F)(F)F)cc1[N+](=O)[O-]	3.3	3.0	0.7	-0.7
C=CCOc1ccc(/C=C2\C(=O)N(Cc3ccco3)C(C)=C2C(=O)OC)cc1OC	-3.0	-4.6	-0.1	-0.3
O=C(O)c1cccc(-c2ccc(/C=C\c3nc(O)c([N+](=O)[O-])c(=O)[nH]3)o2)c1	-3.6	16.4	-0.1	-0.8
CCOCCCn1c(SCC(=O)N2CCCC2)nc2ccccc2c1=O	10.8	-7.5	0.0	2.0
CCN(CC)C(=O)[C@@H]1C[C@@H](NCc2cccs2)CN1Cc1ccccc1Cl	-16.0	-2.2	-0.1	2.2
O=C(NCCc1ccccc1F)/C(=C/c1cccnc1)NC(=O)c1ccccc1	-4.0	3.3	-0.1	0.0
CC1=C(C(=O)OC2CCCCCCC2)C(c2ccc3c(c2)OCO3)NC(=O)N1 (centres undefined)	-13.8	10.8	0.3	2.1
Cc1ccc(C(C)C)c(OCC(=O)N2CCOCC2)c1	3.9	-6.1	-0.1	2.5
COc1c(O)ccc(/C=N/NC(=O)c2cc(C)[nH]n2)c1[N+](=O)[O-]	-2.8	3.6	0.0	0.6
CCCCOc1cccc(C(=O)Nc2ccc(N3CCCCC3)cc2)c1	-13.5	17.3	-0.1	-0.1
Cc1ccc(-c2c(C)nn3c(NCCO)cc(C)nc23)cc1	-0.1	15.6	0.1	0.6
Cc1ccc(C(=O)[C@@H]2[C@@H](c3ccccc3F)C(C#N)(C#N)[C@H]3C=Cc4ccccc4N23)cc1	-12.5	-7.0	-0.3	-0.2
Cc1ccc(C2=NC(=O)/C(=C/c3ccc4c(c3)OCO4)S2)cc1	7.1	1.6	0.0	0.1
COCCNc1ncnc2c1c(-c1ccccc1)cn2-c1ccccc1	-14.2	3.2	0.0	-0.2
O=C(CSc1nc2ccccc2n1CC(=O)N1CCCC1)Nc1ccc2c(c1)OCO2	15.9	10.6	0.2	1.3
COc1ccc(N(C(C)C(=O)N/N=C(\C)C(C)(C)C)S(C)(=O)=O)cc1 (centres undefined)	4.0	2.8	0.0	0.0
O=C(COc1ccc(N2CCN(c3ccccn3)CC2)nn1)N1CCOc2ccccc2C1	-0.9	0.3	-0.1	-1.1
C/C(=N\NC(=O)c1nnn(-c2nonc2N)c1C)c1cccc(N)c1	0.5	-2.8	0.1	-0.3
COc1cc([N+](=O)[O-])ccc1N/C=C/C(=O)c1cccs1	79.6*	5.8	0.5	-4.0
NC(=O)c1c(NC(=O)c2ccc(Br)s2)sc2c1CCCCC2	7.3	17.5	0.0	-1.5
COc1ccc(-c2nc3ccccc3n2CCCOc2ccccc2)cc1	-52.8	-1.8	0.4	1.7
O=C1ON=C(c2ccc([N+](=O)[O-])cc2)/C1=C\c1ccc(O)cc1	-2.6	9.2	-0.1	0.6
Cc1cc(NC(=O)c2cccs2)ncc1NC(=O)c1cccc(F)c1	-31.4	4.2	0.0	-2.3
Cc1c(C(=O)O)sc(=S)n1CCOc1ccccc1	-10.1	-7.7	-0.2	0.9
Cc1nc2ccc(N3C(=O)c4c(Cl)c(Cl)c(Cl)c(Cl)c4C3=O)cc2[nH]1	-24.1	3.6	0.0	0.7
CCC(C)CC(=O)N1CCC(C2(CCc3ccccc3)NC(=O)NC2=O)CC1 (centres undefined)	5.2	25.2	1.4	-1.2
CC1=NN(c2ccc(Cl)cc2Cl)C(=O)/C1=C/c1ccc(F)cc1	4.7	3.3	-0.1	0.0
COc1ccc(-c2cnn3c(NCc4ccc5c(c4)OCO5)ccnc23)c(OC)c1	10.5	-2.5	0.1	0.0
O=C(Nc1ccc2c(c1)OCCO2)C(Cl)Cl	10.2	0.1	0.2	-0.5
CCOc1ccc(/C=C2\SC(=S)N(CC(=O)N3CCN(C)CC3)C2=O)cc1	9.4	15.3	0.1	1.6
O=C(NC1CCN(Cc2ccccc2)CC1)c1ccc2c(c1)NC(=O)C1CCCN21 (centres undefined)	-7.0	-4.7	-0.5	-0.2

Some of these compounds in order of count of non-hydrogen atoms, descending:
SMILES	TEAD-YAP block	MITF inh	FBW7 act	GPR151 ag
CCOc1ccc(/C=C2\SC(=S)N(CC(=O)N3CCN(C)CC3)C2=O)cc1	9.4	15.3	0.1	1.6
CC1=NN(c2ccc(Cl)cc2Cl)C(=O)/C1=C/c1ccc(F)cc1	4.7	3.3	-0.1	0.0
COc1cc([N+](=O)[O-])ccc1N/C=C/C(=O)c1cccs1	79.6*	5.8	0.5	-4.0
Cc1c(C(=O)O)sc(=S)n1CCOc1ccccc1	-10.1	-7.7	-0.2	0.9
O=C(Nc1ccc2c(c1)OCCO2)C(Cl)Cl	10.2	0.1	0.2	-0.5

Next records.
SMILES	TEAD-YAP block	MITF inh	FBW7 act	GPR151 ag
COc1cccc(C(=O)NCc2c(-c3ccc(Cl)cc3)nc3n2CCS3)c1	-7.8	-5.2	-0.1	1.8
CC(C)[C@@H](CO)n1c(=O)[nH]c2ncc(-c3cccc(/C=C/C(=O)O)c3)nc21	10.4	-31.7	-0.4	-0.8
CCCCN(CCCC)C(=O)c1cccnc1	-7.4	-8.3	0.0	4.0
CCOCCn1c(=O)c2c(nc3n2CC(C)CN3C2CCCCC2)n(C)c1=O (centres undefined)	-3.1	-6.7	-0.1	-0.5
COc1cc(NC(=S)NC(=O)c2ccccc2[N+](=O)[O-])ccc1NC(=O)C(C)C	1.7	5.1	-0.1	1.7
O=C(CC1C(=O)N(c2ccccc2)C(=S)N1Cc1ccc2c(c1)OCO2)Nc1ccc(Br)cc1 (centres undefined)	-12.1	3.9	0.0	0.7
COc1cccc(CN2CCNC(=O)C2CC(=O)N(C)CCO)c1 (centres undefined)	4.4	-4.3	0.1	-0.9
CC(=O)O[C@@H]1CCC2(C)C(COc3ccc4ccc(=O)oc4c3)C(C)=CCC2C1(C)C (some centres undefined)	-4.3	11.2	0.3	-0.3
O=C(NCCCN1CCOCC1)C(=O)Nc1ccccc1F	-17.3	-4.8	-0.4	-0.6
Cc1nnc(NC(=O)CSc2nnc(NC(=O)CC(C)C)s2)s1	9.2	-8.3	0.0	-0.7
COc1ccc(C2CC(c3cccs3)=NN2C(=S)Nc2ccccc2)cc1OC (centres undefined)	1.1	1.2	0.7	-1.1
CC1(C)CC(=O)C2=C(C1)NC(=O)CC2c1cccc(F)c1 (centres undefined)	4.4	1.1	0.0	-0.8
O=C(Nc1ccc(Cl)cc1)Nc1cccc(F)c1	-40.3	-7.2	0.0	0.1
CCC(C)NC(=O)C1CCN(Cc2ccc(Cl)cc2)CC1 (centres undefined)	-0.6	27.5	-0.2	-0.2
CC(=O)c1ccccc1NC(=O)c1ccc(F)cc1F	-5.7	-12.1	0.1	-0.2
Nc1nonc1N=NN(CC(=O)Nc1c(Cl)cccc1Cl)c1nonc1N	-3.0	8.4	0.0	-1.4
Cc1cc(=O)n2nc(N3CCCC(C(=O)N4CCN(C)CC4)C3)sc2n1 (centres undefined)	4.6	6.3	0.0	-0.8
CCOc1c(Cl)cc(C(=O)Nc2cccc(C(=O)O)c2)cc1Cl	-70.0	0.4	-0.1	2.8
FC1(F)C(F)(F)C(F)(F)C2(F)C(F)(F)C(F)(F)C(F)(F)C(F)(F)C2(F)C1(F)F (centres undefined)	3.2	1.1	-0.1	5.1*
Cc1cc(Nc2nccc(-c3cc(C#N)cc(N4CCOCC4)c3)n2)ccc1N1CCOCC1	-1.1	-5.1	0.1	0.0
